Screening data: PubChem BioAssay, Sanford-Burnham Center for Chemical Genomics
STEP inh: STEP (human) phosphatase inhibition | P54829 | recombinant STEP, OMFP fluorogenic substrate, fluorescence | inhibition, % at 20 µM | 360,000 compounds, 0.25% hits;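 active = inhibition at 20 µM, scaled per plate between control wells, above about 37%, limit read from the data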;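 also: 0% = DMSO with enzyme and substrate and 100% = substrate only without enzyme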
Target sequence (P54829 whole entry, looked up): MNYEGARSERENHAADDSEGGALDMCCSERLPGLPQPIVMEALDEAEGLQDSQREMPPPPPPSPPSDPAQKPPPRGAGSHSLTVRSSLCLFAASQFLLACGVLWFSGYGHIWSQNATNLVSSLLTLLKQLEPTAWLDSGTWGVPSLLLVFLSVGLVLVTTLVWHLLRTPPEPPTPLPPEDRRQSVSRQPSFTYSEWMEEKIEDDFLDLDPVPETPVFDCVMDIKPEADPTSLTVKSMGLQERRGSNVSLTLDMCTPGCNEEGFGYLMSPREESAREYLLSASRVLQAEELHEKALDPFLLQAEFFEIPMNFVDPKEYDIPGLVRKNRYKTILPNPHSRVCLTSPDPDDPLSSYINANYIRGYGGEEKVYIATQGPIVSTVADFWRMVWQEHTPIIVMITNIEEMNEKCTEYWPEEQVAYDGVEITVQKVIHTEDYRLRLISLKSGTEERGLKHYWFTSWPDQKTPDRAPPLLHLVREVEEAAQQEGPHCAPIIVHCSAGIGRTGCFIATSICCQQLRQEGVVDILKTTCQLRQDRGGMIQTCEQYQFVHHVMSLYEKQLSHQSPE
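System: STEP phosphatase, cell-free reaction; Buffer or medium: Bis-Tris pH 6.0 buffer with DTT, detergent; Incubation: 20 min at room temperature, dark; Measured by: fluorescence, 480/540 nm.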
Rpn11 block: Rpn11 (human) deubiquitinase inhibition | human 26S proteasome, Ub4-pepOG fluorescence polarization; 20S core pre-blocked with epoxomicin | calls only at 20 µM | AID 588493 | 360,000 compounds, 0.59% hits;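 active = inhibition at 20 µM, scaled to each plate's controls, above about 33%, limit read from the data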
SKN-1 inh: C. elegans SKN-1 inhibition | C. elegans VP596 Pgst-4::GFP/RFP ratio, acrylamide-induced, 24 h | 360,000 compounds, 0.49% hits | inhibition, % at 21.8 µM;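 active = interference check ratio from 0.5 to 1.5 plus GFP to RFP signal ratio inhibition reaching or exceeding a fixed threshold, cut at about 30% in these data, passing the limit was not always enough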; also: some compounds called inactive have numbers as strong as hits
DNMT1 block: DNMT1 (human) enzyme inhibition; P26358; DNMT1 molecular beacon, Hinp1I cleavage, fluorescence; inhibition (reported as % activation of signal), % at 10 µM; 360,000 compounds, 0.83% hits; in the data active = inhibition above about 50%
LMPTP block: blocks human LMPTP phosphatase; P24666; recombinant LMPTP-A, OMFP fluorogenic substrate, fluorescence intensity; inhibition, % at 20 µM; 360,000 compounds, 0.22% hits; AID 651560;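 active = compounds that cut the enzyme signal by at least half of the control window in the single-dose screen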;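 also: plate controls were DMSO wells with enzyme plus substrate for no effect and substrate without enzyme for full effect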
Target sequence (P24666 whole entry, looked up): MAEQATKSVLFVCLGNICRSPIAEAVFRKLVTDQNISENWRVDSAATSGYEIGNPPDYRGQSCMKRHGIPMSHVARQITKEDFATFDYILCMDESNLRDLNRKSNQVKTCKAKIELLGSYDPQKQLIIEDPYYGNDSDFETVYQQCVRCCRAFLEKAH
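Test system – LMPTP-A enzyme · Amount – LMPTP-A at 0.625 nM final in the reaction · Buffer or medium – Bis-Tris pH 6.0, DTT, detergent · Reagent – OMFP 400 µM · Doses – single 20 µM dose · Schedule – reaction 50 min, room temperature, dark · Detection – fluorescence intensity of OMFP turnover product · Evaluation – percent inhibition versus substrate-only and uninhibited controls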
MT1-MMP act inh: MT1-MMP (human) activation inhibition; GFP/RFP ratio change, % at 20 µM; HT1080 RFP-PRO-GFP cells, GFP/RFP ratio fluorescence, overnight; percent of plate control window, DMSO zero; P50281; 360,000 compounds, 0.061% hits; AID 651647;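 active = GFP/RFP ratio change of at least 30% with cell ATP level not reduced by more than half and red fluorescence within 50% of control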; also: strong numbers were not always called active
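Assay system: HT1080 RFP-PRO-GFP cells. Benchmarks: DMSO vehicle wells and RFP-L50D-GFP reporter cell wells. Times: overnight cell settling, then overnight compound exposure, 37 °C, 5% CO2. Compound: 20 µM single dose, 1% DMSO. Read-out basis: GFP/RFP fluorescence ratio.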
NRP1-CendR mod: alters CendR peptide binding to human NRP-1. 360,000 compounds, 0.85% hits. O14786. AID 602438. inhibition, % at 25 µM. FAM-RPARPAR peptide binding to NRP-1, fluorescence polarization;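 active = inhibition or corrected inhibition above about 18%, plus a signal ratio from 0.5 to 1.5, limit read from the data, passing the limit was not always enough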; also: strong numbers were not always called active
NadD inh: inhibitors of Staphylococcus aureus NadD; purified NadD enzyme, colorimetric absorbance read-out; AID 602399; 360,000 compounds, 0.78% hits; inhibition, % at 20 µM; in the data active = inhibition above about 26%; also: some compounds past the cut are filed as inactive
Scp1 inh: blocks human Scp-1 phosphatase activity | Recombinant Scp1, phosphopeptide, malachite green phosphate absorbance | inhibition, % at 20 µM | 340,000 compounds, 0.88% hits | AID 493091;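 active = inhibition above about 50% at 20 µM, limit read from the data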;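 also: plate controls were DMSO wells with enzyme for no effect and wells lacking enzyme for full effect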
Target sequence (Q9GZU7 76-261 limits assumed): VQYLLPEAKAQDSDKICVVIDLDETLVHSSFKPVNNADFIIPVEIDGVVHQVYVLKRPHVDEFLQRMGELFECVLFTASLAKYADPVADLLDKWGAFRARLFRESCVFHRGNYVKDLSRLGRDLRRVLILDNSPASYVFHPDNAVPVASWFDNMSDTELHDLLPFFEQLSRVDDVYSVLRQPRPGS
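System: SCP-1 catalytic domain; Reagent: Phospho 17-mer peptide substrate; Doses: one concentration, 20 µM, with 1.0% DMSO; Incubation: 45 min room-temperature reaction, 5 min colour, 30 min stabiliser; Signal: Phosphate-binding colour reagent, absorbance read at 630 nm.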
SUMO1-SIM PPI: modulators of human SUMO1-mediated protein-protein interactions; P63165; SUMO1 binding to a labelled peptide, TR-FRET, 1 h; inhibition, % at 20 µM; 360,000 compounds, 0.33% hits; in the data active = inhibition above about 37%
Target sequence (P63165 whole entry, looked up): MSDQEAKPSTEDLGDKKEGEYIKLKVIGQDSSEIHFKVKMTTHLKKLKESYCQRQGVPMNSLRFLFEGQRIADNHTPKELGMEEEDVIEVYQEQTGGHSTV
An asterisk follows results filed as active.

`Cc1ccc(C(=O)NCC(=O)NCc2ccc(Cl)cc2)s1` gave STEP inh 0, Rpn11 block inactive, SKN-1 inh 9, DNMT1 block -2, LMPTP block -1.0, MT1-MMP act inh -4, NRP1-CendR mod 15, NadD inh 2, Scp1 inh -8 and SUMO1-SIM PPI 0.
COc1cccc(N(CC(=O)Nc2cccnc2)S(C)(=O)=O)c1 was read as STEP inh 2, Rpn11 block inactive, SKN-1 inh 1, DNMT1 block 0, LMPTP block 0.7, MT1-MMP act inh -6, NRP1-CendR mod -3, NadD inh 7, Scp1 inh -9 and SUMO1-SIM PPI 1.
CN(C)S(=O)(=O)c1ccc(NC(=O)c2ccccn2)cc1 was read as STEP inh -3, Rpn11 block inactive, SKN-1 inh 12, DNMT1 block 2, LMPTP block -0.8, MT1-MMP act inh 3, NRP1-CendR mod -10, NadD inh 0, Scp1 inh -11 and SUMO1-SIM PPI -1.
For COc1ccc(C/C(C)=N/NC(=S)Nc2ccc(C(C)C)cc2)cc1 the results were STEP inh 0, Rpn11 block inactive, SKN-1 inh 7, DNMT1 block 1, LMPTP block -0.1, MT1-MMP act inh 0, NRP1-CendR mod -2, NadD inh 4, Scp1 inh -5 and SUMO1-SIM PPI 2.
`O=C(NCc1ccc(Cl)cc1)C1CCCN(c2ncnc3c2nc2n3CCCCC2)C1` (configuration not stated) gave STEP inh 0, Rpn11 block inactive, SKN-1 inh -1, DNMT1 block -1, LMPTP block 0.0, MT1-MMP act inh 1, NRP1-CendR mod 3, NadD inh 7, Scp1 inh -2 and SUMO1-SIM PPI -2.
Screening CCCNC(=O)C1(C)CCCN(Cc2ccccc2C#N)C1 (configuration not stated) returned STEP inh -2, Rpn11 block inactive, SKN-1 inh -5, DNMT1 block 2, LMPTP block -0.1, MT1-MMP act inh 1, NRP1-CendR mod 8, NadD inh 1 and SUMO1-SIM PPI -7.
COc1ccc(CC(=O)NC(C)CCc2ccccc2)cc1OC (configuration not stated) was read as STEP inh 0, Rpn11 block inactive, SKN-1 inh -11, DNMT1 block 2, LMPTP block -1.0, MT1-MMP act inh 7, NRP1-CendR mod 18, NadD inh 1, Scp1 inh -6 and SUMO1-SIM PPI -3.
For CC(C)c1ccc(N(C(=O)c2csnn2)C(C(=O)NC(C)(C)C)c2cccnc2)cc1 (configuration not stated) the results were STEP inh 2, Rpn11 block inactive, SKN-1 inh -5, DNMT1 block -2, LMPTP block -1.1, MT1-MMP act inh 2, NRP1-CendR mod -9, NadD inh -3, Scp1 inh -6 and SUMO1-SIM PPI 1.
CC(=O)NNC(=O)CC(=O)Nc1nc(C23CC4CC(CC(C4)C2)C3)cs1 was read as STEP inh -3, Rpn11 block inactive, SKN-1 inh 3, DNMT1 block -2, LMPTP block 0.6, MT1-MMP act inh 1, NRP1-CendR mod -17, NadD inh 0, Scp1 inh -6 and SUMO1-SIM PPI -3.
For CC(C)(C)NC(=O)CSc1nccn1Cc1ccccc1 the results were STEP inh 2, Rpn11 block inactive, SKN-1 inh 8, DNMT1 block 4, LMPTP block -1.1, MT1-MMP act inh 1, NRP1-CendR mod -2, NadD inh 0, Scp1 inh -3 and SUMO1-SIM PPI 0.
O=C(NCC1CCCO1)C(=O)NCC(c1ccco1)N1CCN(c2ccc(F)cc2)CC1 (configuration not stated) was read as STEP inh -4, Rpn11 block inactive, SKN-1 inh 10, DNMT1 block -1, LMPTP block -2.5, MT1-MMP act inh 4, NRP1-CendR mod 2, NadD inh -4, Scp1 inh -5 and SUMO1-SIM PPI -2.
Screening Cc1ccc(Cc2c(-c3cccc(Cl)c3)nc3ccc(Br)cn23)cc1 returned STEP inh -3, Rpn11 block inactive, SKN-1 inh 24, DNMT1 block 39, LMPTP block 0.9, MT1-MMP act inh 0, NRP1-CendR mod -25, NadD inh 18 and SUMO1-SIM PPI 2.
Screening Cc1ccnc2nc(C(=O)OCC(=O)N(C)C3CCCCC3)nn12 returned STEP inh -4, Rpn11 block inactive, SKN-1 inh 3, DNMT1 block -3, LMPTP block -1.4, MT1-MMP act inh -4, NRP1-CendR mod -4, NadD inh -1 and SUMO1-SIM PPI -4.
CCOCCCNC(=O)C1CCC(=O)N1CCc1ccccc1 (configuration not stated) was read as STEP inh 4, Rpn11 block inactive, SKN-1 inh -13, DNMT1 block -2, LMPTP block -2.9, MT1-MMP act inh -1, NRP1-CendR mod -6, NadD inh 2, Scp1 inh 10 and SUMO1-SIM PPI -2.
Cc1cccc2c1-c1sc(C(=O)Nc3cccc([N+](=O)[O-])c3C)cc1CO2 was read as STEP inh -1, Rpn11 block inactive, SKN-1 inh 6, DNMT1 block -3, LMPTP block 1.5, MT1-MMP act inh -2, NRP1-CendR mod 6, NadD inh 7, Scp1 inh 0 and SUMO1-SIM PPI -2.
O=C(O)c1ccc(Nc2nc(-c3cc4ccccc4oc3=O)cs2)cc1O was read as STEP inh 4, Rpn11 block inactive, SKN-1 inh -6, DNMT1 block -3, LMPTP block 2.6, MT1-MMP act inh 1, NRP1-CendR mod -97, NadD inh 3, Scp1 inh -1 and SUMO1-SIM PPI 22.
Screening Cc1cccc(NC(=O)Cn2ccn(-c3ccc4c(c3)OCCO4)c(=O)c2=O)c1 returned STEP inh 1, Rpn11 block inactive, SKN-1 inh 24, DNMT1 block -8, LMPTP block -0.1, MT1-MMP act inh -1, NRP1-CendR mod 3, NadD inh 4, Scp1 inh -1 and SUMO1-SIM PPI -12.
`FC(F)(F)c1ccccc1NC(=S)N1CCCCCC1` gave STEP inh 0, Rpn11 block inactive, SKN-1 inh 3, DNMT1 block 3, LMPTP block 1.7, MT1-MMP act inh 1, NRP1-CendR mod 14, NadD inh 0, Scp1 inh -7 and SUMO1-SIM PPI 6.
Screening CCNC(=O)c1ccc(-n2nc(C(F)(F)F)c3c2CCCC3)cc1 returned STEP inh -1, Rpn11 block inactive, SKN-1 inh 17, DNMT1 block -2, LMPTP block 1.2, MT1-MMP act inh -4, NRP1-CendR mod -10, NadD inh -6, Scp1 inh -6 and SUMO1-SIM PPI -6.
`CCN(CC)c1ccc(C(=O)N/N=C(\C)c2ccc(OC)c(OC)c2)cc1` gave STEP inh 2, Rpn11 block inactive, SKN-1 inh -4, DNMT1 block 1, LMPTP block -0.5, MT1-MMP act inh 4, NRP1-CendR mod 5, NadD inh 0, Scp1 inh -7 and SUMO1-SIM PPI 3.
For COc1ccc(NC(=S)N2C3CCC2CC(NC(=O)NC24CC5CC(CC(C5)C2)C4)C3)c(OC)c1 (configuration not stated) the results were STEP inh 3, Rpn11 block inactive, SKN-1 inh 10, DNMT1 block -4, LMPTP block -0.1, MT1-MMP act inh 6, NRP1-CendR mod -3, NadD inh 11, Scp1 inh 26 and SUMO1-SIM PPI -4.
Screening Cc1ccc(C)n1-c1ccc(C(=O)NCc2ccncc2)cc1 returned STEP inh -2, Rpn11 block inactive, SKN-1 inh 8, DNMT1 block -1, LMPTP block 0.8, MT1-MMP act inh -3, NRP1-CendR mod 4, NadD inh 5, Scp1 inh 0 and SUMO1-SIM PPI -2.
Screening Cn1nnc2cc(NC(=O)Nc3cccc(C(F)(F)F)c3)ccc21 returned STEP inh -1, Rpn11 block inactive, SKN-1 inh 6, DNMT1 block 3, LMPTP block -3.0, MT1-MMP act inh 0, NRP1-CendR mod -5, NadD inh -5, Scp1 inh -10 and SUMO1-SIM PPI 0.
C[C@@H](NC(=O)[C@@H]1Cc2ccccc2CN1)C(=O)NC1CCCCC1 was read as STEP inh 0, Rpn11 block inactive, SKN-1 inh 2, DNMT1 block 2, LMPTP block -4.0, MT1-MMP act inh 3, NRP1-CendR mod 14, NadD inh -3, Scp1 inh -10 and SUMO1-SIM PPI -3.
Screening COc1cc(NC(=O)COC(=O)c2nc3nc(C)cc(C)n3n2)cc(OC)c1 returned STEP inh 0, Rpn11 block inactive, SKN-1 inh 3, DNMT1 block 4, LMPTP block -2.8, MT1-MMP act inh -3, NRP1-CendR mod 4, NadD inh 4, Scp1 inh -2 and SUMO1-SIM PPI 0.
Cc1ccc(-n2c(-c3ccncc3)n[nH]c2=S)cc1C was read as STEP inh 0, Rpn11 block inactive, SKN-1 inh -2, DNMT1 block 2, LMPTP block 0.2, MT1-MMP act inh 2, NRP1-CendR mod 15, NadD inh 3, Scp1 inh 8 and SUMO1-SIM PPI 4.
For Cc1ccc2ncccc2c1N the results were STEP inh 1, Rpn11 block inactive, SKN-1 inh -10, DNMT1 block -5, LMPTP block 6.2, MT1-MMP act inh -2, NRP1-CendR mod 9, NadD inh 0, Scp1 inh -3 and SUMO1-SIM PPI -3.
Screening CN(C)S(=O)(=O)c1cccc(NC(=O)CN2C(=O)NC(CCc3ccccc3)C2=O)c1 (configuration not stated) returned STEP inh -2, Rpn11 block inactive, SKN-1 inh -2, DNMT1 block -2, LMPTP block -0.1, MT1-MMP act inh 0, NRP1-CendR mod 1, NadD inh 4, Scp1 inh -4 and SUMO1-SIM PPI 3.
For COc1ccccc1N1CCN(C2=CC(=O)CCC2)CC1 the results were STEP inh -2, Rpn11 block inactive, SKN-1 inh 4, DNMT1 block 1, LMPTP block -1.4, MT1-MMP act inh -2, NRP1-CendR mod -6, NadD inh 3, Scp1 inh -14 and SUMO1-SIM PPI 1.
For N/C(=N\N=C\c1cccs1)SC1CC(=O)N(c2cccc([N+](=O)[O-])c2)C1=O (configuration not stated) the results were STEP inh 1, Rpn11 block inactive, SKN-1 inh 6, DNMT1 block -4, LMPTP block 7.7, MT1-MMP act inh 7, NRP1-CendR mod -4, NadD inh 3, Scp1 inh -7 and SUMO1-SIM PPI -8.
Cc1onc(-c2ccccc2)c1NC(=O)N(CCC(=O)O)Cc1ccccc1 was read as STEP inh 0, Rpn11 block inactive, SKN-1 inh 4, DNMT1 block -3, LMPTP block -0.6, MT1-MMP act inh 0, NRP1-CendR mod 13, NadD inh -2, Scp1 inh -1 and SUMO1-SIM PPI 3.

Part of the list above in order of molecular weight, ascending.
For Cc1ccc2ncccc2c1N the results were STEP inh 1, Rpn11 block inactive, SKN-1 inh -10, DNMT1 block -5, LMPTP block 6.2, MT1-MMP act inh -2, NRP1-CendR mod 9, NadD inh 0, Scp1 inh -3 and SUMO1-SIM PPI -3.
For COc1ccccc1N1CCN(C2=CC(=O)CCC2)CC1 the results were STEP inh -2, Rpn11 block inactive, SKN-1 inh 4, DNMT1 block 1, LMPTP block -1.4, MT1-MMP act inh -2, NRP1-CendR mod -6, NadD inh 3, Scp1 inh -14 and SUMO1-SIM PPI 1.
Screening Cc1ccc(C)n1-c1ccc(C(=O)NCc2ccncc2)cc1 returned STEP inh -2, Rpn11 block inactive, SKN-1 inh 8, DNMT1 block -1, LMPTP block 0.8, MT1-MMP act inh -3, NRP1-CendR mod 4, NadD inh 5, Scp1 inh 0 and SUMO1-SIM PPI -2.
